Compound activity deposited in PubChem by several laboratories.
Mtb UGM inh: Mtb UDP-galactopyranose mutase inhibition. P9WIQ1. purified UGM, fluorescence polarization probe displacement. inhibition, % at 10 µM. 0.06% of 320,000 active. AID 504406; in the data active = inhibition above about 10%, passing the limit was not always enough; inconclusive = no clear call, values can overlap the other calls
MazEF act: MazEF (E. coli) toxin RNase activation | P0AE70 | FAM/BHQ RNA-DNA oligo cleavage fluorescence, 5 h | activation, % at 20 µM | 0.32% of 350,000 active | AID 504720; in the data active = activation above about 50%
Target sequence (P0AE70 whole entry, looked up): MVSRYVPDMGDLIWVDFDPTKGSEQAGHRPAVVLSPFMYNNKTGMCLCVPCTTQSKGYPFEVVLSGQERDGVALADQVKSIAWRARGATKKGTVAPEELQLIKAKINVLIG
FBA Mtb inh: inhibitors of M. tuberculosis fructose-bisphosphate aldolase. P9WQA3. purified M. tuberculosis FBA, fluorescence read-out. inhibition, % at 1 µM. 2.3% of 360,000 active. AID 588726; in the data active = inhibition above about 27%;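 note: 0% = vehicle and 100% = reference inhibitor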
Target sequence (P9WQA3 whole entry, looked up): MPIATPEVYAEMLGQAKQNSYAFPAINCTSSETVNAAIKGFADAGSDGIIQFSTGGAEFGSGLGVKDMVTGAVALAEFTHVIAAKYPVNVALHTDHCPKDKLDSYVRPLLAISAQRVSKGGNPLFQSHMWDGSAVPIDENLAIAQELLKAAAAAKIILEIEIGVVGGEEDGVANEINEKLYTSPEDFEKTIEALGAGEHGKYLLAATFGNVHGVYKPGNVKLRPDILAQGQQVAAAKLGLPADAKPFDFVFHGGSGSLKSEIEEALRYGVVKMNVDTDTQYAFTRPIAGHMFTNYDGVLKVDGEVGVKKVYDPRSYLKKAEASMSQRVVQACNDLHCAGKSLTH
FadD28 FP inh: M. tuberculosis FadD28 bisubstrate binding inhibition; FadD28 bisubstrate probe binding, fluorescence polarization; inhibition, % at 12.5 µM; 0.22% of 360,000 active; AID 588549; in the data active = inhibition above about 8.5%, passing the limit was not always enough; inconclusive = no clear call, values can overlap the other calls
GDH-TPI counter: GDH-TPI coupled enzyme inhibition counter-screen; AID 588335; GDH-TPI coupled enzyme counterscreen, NADH absorbance; inhibition, % at 4.8 µM; 1.2% of 360,000 active; in the data active = inhibition above about 30%;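 note: 0% = DMSO wells and 100% = wells lacking the enzyme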
PrPC surface inh: reduces human prion protein on the cell surface; P04156; cell surface PrPC, TR-FRET read-out; inhibition, % at 13.8 µM; 0.43% of 370,000 active; AID 720596; in the data active = inhibition above about 24%; note: 0% = median of the test wells and 100% = reference compound wells
Mtb BioA inh: inhibitors of Mycobacterium tuberculosis BioA enzyme; inhibition, % at 9.99 µM; AID 602481; purified M. tuberculosis BioA enzyme, plate reader; 0.096% of 360,000 active; in the data active = inhibition above about 40%; inconclusive = no clear call, values can overlap the other calls
BoNT-F LC inh: BoNT F light chain protease inhibition. inhibition, % at 10 µM. 0.22% of 360,000 active. Multiplex microsphere protease cleavage assay, flow cytometry; in the data active = inhibition above about 35%, passing the limit was not always enough; inconclusive = no clear call, values can overlap the other calls; note: plate controls were buffer without enzyme for full effect and enzyme alone for no effect
Rv3671c inh: Rv3671c (M. tuberculosis) protease inhibition | inhibition, % at 5.96 µM | 0.048% of 320,000 active; in the data active = inhibition above about 38%;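 note: extracellular domain of Rv3671c used as enzyme; 0% = enzyme with DMSO and 100% = no enzyme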
Target sequence (P9WHR9 whole entry, looked up, the tested form may be a part): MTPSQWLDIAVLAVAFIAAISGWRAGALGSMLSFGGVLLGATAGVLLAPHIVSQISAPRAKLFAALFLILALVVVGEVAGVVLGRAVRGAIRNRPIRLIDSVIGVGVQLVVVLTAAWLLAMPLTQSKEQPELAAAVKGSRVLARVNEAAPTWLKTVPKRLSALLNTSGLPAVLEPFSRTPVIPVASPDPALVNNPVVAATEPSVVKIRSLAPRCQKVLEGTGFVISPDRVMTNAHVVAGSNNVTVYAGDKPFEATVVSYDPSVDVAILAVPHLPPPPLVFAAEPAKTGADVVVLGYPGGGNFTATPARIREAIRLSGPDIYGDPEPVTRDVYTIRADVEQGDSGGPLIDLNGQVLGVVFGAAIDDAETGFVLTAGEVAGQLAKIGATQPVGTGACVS
Numbers without * were called inactive; ? = inconclusive; · = no result given; & = joins results of further samples. No enrichment for hits, and some 4.8% of all compounds hit somewhere here.

SMILES	Mtb UGM inh	MazEF act	FBA Mtb inh	FadD28 FP inh	GDH-TPI counter	PrPC surface inh	Mtb BioA inh	BoNT-F LC inh	Rv3671c inh
O=C(O)c1ccc([N+](=O)[O-])c([N+](=O)[O-])c1	·	9	-3	-1.0	9	-11	-1.3	0	·
CCOc1cc(/C=C2\NC(=S)N(c3c(C)n(C)n(-c4ccccc4)c3=O)C2=O)ccc1O	0.7	-104	-22	-1.8	11	-17	-14	-4	-4
O=C(CSc1nc(-c2ccco2)cc(C(F)(F)F)n1)NCCc1ccccc1	-0.5	5	3	-0.6	22	-7	·	9	0
O=C(Nc1ccn(CCCNCc2ccccn2)c(=O)n1)OCc1ccccc1	·	7	1	-0.9	1	-10	0.5	-1	·
C[C@@H]1CCC[C@]2(O[C@@H](CCO)C[C@@H](O)[C@@H]2O)O1	1.1	2	3	-0.4	9	3	-2.9	-6	4
COc1ccc(S(=O)(=O)Nc2c(O)c3ccccc3oc2=O)cc1	2.4	3	-2	-0.3	2	-1	9.2	-1	5
N#Cc1ccc(OCC(=O)NCC2(N3CCCCC3)CCCCC2)cc1	-0.9	7	-1	-1.4	1	-8	1.1	1	3
COc1ccc(CN(C)C(C)C(=O)Nc2ccc(S(=O)(=O)N3CCCCC3)cc2)cc1F (stereo unspecified)	0.3	-5	-1	·	8	-2	-2.5	5	-11
O=Cc1cc2ccccc2nc1SCc1ccc(Cl)c(Cl)c1	-2.2	2	-2	-6.4	-3	1	·	2	-3
CC(C)(/C=N/O)/[N+]([O-])=C/c1ccccc1C(F)(F)F	-2.4	6	2	-2.5	4	2	·	·	-6
CSCC[C@H](NC(=O)[C@@H]1Cc2ccccc2CN1)C(=O)Nc1ccc2c(c1)OCO2	2.5	-5	-1	-0.1	-6	1	0.0	-31	-2
COc1ccc(-c2ccc3n2Cc2cnnn2-c2ccccc2-3)cc1	·	0	10	-3.1	11	-10	0.2	-6	·
CCOc1cccc(NC(=O)C2CCCN(S(=O)(=O)c3ccc(-n4cnnn4)cc3)C2)c1 (stereo unspecified)	-1.3	5	0	-1.9	-2	-4	·	4	-7
COc1cc(C(=O)Nc2cc(-c3nc4cc(C)ccc4o3)ccc2C)cc(OC)c1OC	-1.3	1	8	0.0	0	-1	0.0	2	-5
O=S(=O)(NCC1CCCO1)c1ccc2oc3ccc(S(=O)(=O)NCC4CCCO4)cc3c2c1 (stereo unspecified)	-2.2	-7	-1	-1.7	2	-5	21	-7	-2
COc1ccc(NC(=O)C(=O)NCCN2CCN(C(=O)c3cccc(Br)c3)CC2)cc1	-1.3	-2	-1	-2.6	0	-4	0.0	2	9
C[C@H](CO)N1C[C@H](C)[C@@H](CN(C)S(=O)(=O)c2cn(C)cn2)Oc2ccc(NC(=O)Nc3ccc4c(c3)OCO4)cc2C1=O	-2.6	-10	6	2.5	8	4	-3.1&-1.4	0	-9
Cc1nnc(C)n1/N=C/c1c(O)ccc2ccccc12	0.8	8	-1	-4.1	-1	5	-0.8	5	-5
COc1ccc(NC(=O)COC(=O)C2CC3C=CC2C3)cc1 (stereo unspecified)	-2.8	3	0	-2.3	1	-3	·	-3	2
CC(=O)Nc1ccc(C(=O)OCC(=O)N(C)C2CCCCC2)cc1	1.9	-11	-1	-2.1	-6	8	·	1	-6
COc1ccc(OCCn2ccnc2C)cc1	-1.8	-4	3	-0.8	-1	11	-2.4	6	4
CCCCCCCCCCCCCCCC(=O)NCCc1c[nH]c2ccccc12	-0.7	-9	4	0.7	8	10	1.0	-4	-5
Cc1ccccc1NC(=O)NCC1CCN(c2ccc(S(=O)(=O)N3CCOCC3)cc2)CC1	1.9	5	1	·	2	-2	-1.0	8	1
OC1C2CCC(C2)C1CN1CCOCC1 (stereo unspecified)	·	8	-2	-0.7	4	-1	-2.4	14	·
Clc1ccc(C(c2nnnn2C2CCCC2)N2CCN(c3nc4ccccc4s3)CC2)cc1 (stereo unspecified)	-0.8	-3	-3	-3.3	2	-4	-0.8	2	10
COC(=O)CC(NC(=O)c1ccc(C)cc1)c1ccccc1 (stereo unspecified)	-1.5	-2	0	1.0	12	0	-0.3	-3	-6
Cc1ccc(Cl)c(OC(=O)Cn2cnc3c2c(=O)n(C)c(=O)n3C)c1	0.2	4	3	-3.1	-8	8	0.3	2	-8
Fc1c(F)c(F)c(CSc2nc3ccccc3[nH]2)c(F)c1F	-1.1	5	0	-3.3	-6	7	·	12	-2
CN(c1ccccc1C(N)=O)S(=O)(=O)c1ccccc1	-0.6	-6	1	-2.7	-6	1	-1.4	-8	-9
CC(C)(C)OC(=O)NCCc1nnc(SCc2cccc(Cl)c2)o1	4.4	-6	-1	-2.3	-3	1	0.4	-5	-9
O=C(O)CCN1CCc2ccccc2C1c1cccs1 (stereo unspecified)	-1.0	-7	2	-3.7	-11	4	·	1	2
CCOC(=O)c1c(NC(C)=O)sc2c1CCC(C=NCCCN(CC)CC)=C2Sc1ccccc1	2.3	15	5	-2.1	7	·	-2.0	-24	-2
CC1CCCC(NC2CCCCNC2=O)C1 (stereo unspecified)	1.8	1	-4	-4.6	-11	3	·	10	5
CC1(C)Cc2c(sc3nc4n(c(=O)c23)CCC4)CO1	0.5	1	-2	0.9	-1	-2	0.7	-5	4
CC(Oc1ccc(Cl)cc1)C(=O)Nc1ccc(S(=O)(=O)N2CCOCC2)cc1 (stereo unspecified)	0.4	2	0	-5.0	3	7	2.0	-2	-7
Cc1ccccc1CN(c1ccc(C(=O)NCc2ccccn2)cc1)S(C)(=O)=O	-2.0	2	-5	-4.7	-8	1	2.2	-4	0
CC(OC(=O)CSc1ccc([N+](=O)[O-])cc1)C(=O)NCc1ccco1 (stereo unspecified)	-1.6	-1	-3	0.0	14	-10	-0.5	3	-7
Cc1ccc(C)c(NC(=O)CCN2CCCC(C)C2)c1 (stereo unspecified)	-0.4	0	-1	0.8	10	3	0.9	?	-4
CN1CCN(Cc2cc(=O)oc3ccc(Cl)cc23)CC1	-1.0	3	3	-0.9	12	-10	·	-7	-4
COc1cc(/C=N/NC(=O)c2cccc3ccccc23)cc(OC)c1O	1.5	6	1	-1.4	30	1	-0.9	·	·
Cc1noc(C)c1C(=O)Nc1ccc(N(C)C)cc1	2.5	5	2	0.2	4	-9	0.0	-4	4
O=C(NCC(=O)N1CCN(Cc2ccccc2)CC1)c1ccc(Cl)cc1	-1.7	-5	2	-0.5	0	0	1.9	0	-4
COc1ccc(C(=O)C2CCN(C(=S)NCCc3ccc(OC)c(OC)c3)CC2)cc1	1.8	6	1	-1.8	4	8	·	-5	-6
CCCn1c(=O)[nH]c(=O)c2c1nc(-c1ccc3c(c1)OCCO3)n2CCN1CCOCC1	-3.5	6	3	1.5	-2	-3	0.1	0	8
CC(=O)NC(=S)Nc1ccc(NC(=S)NC(=O)c2cccs2)cc1	1.4	-5	-2	-4.4	-1	-4	0.1	0	-4
N#CCSc1nnc(-c2sc3ccccc3c2Cl)o1	-2.3	31	-1	-1.4	16	1	·	-8	-4
CC(=O)NCCc1nc2cc(NC(=O)c3ccc(F)cc3)ccc2n1C	1.2	3	0	-0.5	-3	7	1.4	4	·
CCOC(=O)CN(C(=O)Cn1nnc(-c2ccc(OC)cc2)n1)C(C(=O)NC1CCCC1)c1ccc(F)cc1 (stereo unspecified)	0.1	4	0	-2.0	1	-3	-1.0	-21	-8
Cc1ccc(C2=CN(Cc3ccccc3)CCC2=O)cc1	2.5	-15	1	1.3	19	8	-0.9	-1	-5
COc1ccc(Cl)cc1S(=O)(=O)N1CCN(C(=O)COc2ccccc2)CC1	1.8	-4	1	-4.2	-5	-2	1.0	-6	-2
O=C(COC(=O)C1CCN(C(=O)c2ccc(Cl)cc2)CC1)NC1CCS(=O)(=O)C1 (stereo unspecified)	4.8	-3	1	-1.4	1	5	0.2	2	-2
O=C(CN(C(=O)CNS(=O)(=O)c1ccc(F)cc1)c1ccc(F)cc1)NCc1ccco1	-2.7	1	0	-0.5	-3	6	-0.5	26	-3
CC(=O)c1ccc(NC(=O)c2ccc3nc(-c4ccco4)c(-c4ccco4)nc3c2)cc1	-2.3	4	-2	-0.2	23	·	-0.7	?	-22
O=C(CN1CCN(c2ncccn2)CC1)NCCC1=CCCCC1	1.2	3	8	-0.6	2	-14	1.0	-10	-2
CSC(=NCc1cccnc1)NS(=O)(=O)c1cccs1	-1.4	2	4	0.5	4	-2	1.3	-8	3
CCN(CC)c1ccc(NC(=O)COC(=O)CCc2cc(OC)c(OC)c(OC)c2)cc1	·	5	0	-1.9	1	5	0.4	-4	·
CC(=O)Nc1ccc(S(=O)(=O)N[C@@H](C)C(=O)N2CCN(c3ccccn3)CC2)cc1	-6.2	3	3	-1.8	-2	9	1.4	-5	-5
O=C(NCCN1C(=O)S/C(=C/c2cccnc2)C1=O)C1=NN(c2ccccc2)C(=O)CC1	-0.1	9	-3	-2.8	18	-6	-0.8	9	-6
COc1cccc(CNC(=O)CCNS(=O)(=O)c2cccc3nonc23)c1	2.5	9	-5	-3.2	-12	-16	·	-16	5
CCOc1ccc(NC(=O)CN(C)C(=O)c2n[nH]c(=O)c3ccccc23)cc1OCC	·	-1	0	-1.5	6	1	-0.5	-5	·

Four compounds out of the list, sorted by heavy-atom count, highest first.
SMILES	Mtb UGM inh	MazEF act	FBA Mtb inh	FadD28 FP inh	GDH-TPI counter	PrPC surface inh	Mtb BioA inh	BoNT-F LC inh	Rv3671c inh
CC(=O)NCCc1nc2cc(NC(=O)c3ccc(F)cc3)ccc2n1C	1.2	3	0	-0.5	-3	7	1.4	4	·
O=C(CN1CCN(c2ncccn2)CC1)NCCC1=CCCCC1	1.2	3	8	-0.6	2	-14	1.0	-10	-2
CSC(=NCc1cccnc1)NS(=O)(=O)c1cccs1	-1.4	2	4	0.5	4	-2	1.3	-8	3
Cc1noc(C)c1C(=O)Nc1ccc(N(C)C)cc1	2.5	5	2	0.2	4	-9	0.0	-4	4

Next part.
SMILES	Mtb UGM inh	MazEF act	FBA Mtb inh	FadD28 FP inh	GDH-TPI counter	PrPC surface inh	Mtb BioA inh	BoNT-F LC inh	Rv3671c inh
CC[C@]12c3[nH]c4cc(CCC(=O)N(C)C)ccc4c3CCN1C(=O)[C@@H](CC(=O)NCc1cccc(C(F)(F)F)c1)C[C@@H]2C(=O)N1CCN(C(=O)C2CC2)CC1	·	10	-2	-2.5	0	2	2.6	-3	·
O=C(OCC(=O)c1c[nH]c2ccccc12)c1ccc(Br)o1	-0.1	5	3	0.9	-6	·	·	-2	3
Cc1ccc(C(=O)N2CCN(S(=O)(=O)N3CCCCC3)CC2)cc1	-1.8	4	-1	-0.3	8	-5	-1.1	·	6
COc1ccc(OC)c(S(=O)(=O)Nc2ccc(C(C)=O)cc2)c1	·	4	0	-3.0	24	1	-3.2	2	1
CCC(=O)NC(c1ccc(C)cc1)c1cc([N+](=O)[O-])c2cccnc2c1O (stereo unspecified)	0.3	-8	-12	-2.0	9	-3	-3.1	-12	-4
Cc1ccc(C(=O)NCCS(=O)(=O)N2CCN(c3ccccc3F)CC2)cc1[N+](=O)[O-]	1.3	2	-2	-1.4	-1	1	0.2	-2	-4
Cc1nnc(NC(=O)CSC2=NN3CCCC(=O)N=C3S2)s1	-2.0	1	8	0.3	-2	-1	·	-3	2
CN(C)C(=O)CN1C(=O)NC2(CCCc3ccccc32)C1=O (stereo unspecified)	-2.6	4	9	-3.0	1	2	-3.0	1	-11
O=C(NC(=S)Nc1ccccc1N1CCCCC1)c1cccs1	-0.5	-9	-4	-4.9	1	11	·	-2	-9
CC(=O)Nc1cccc(N2C(=O)CCC2=O)c1	-0.1	3	0	0.5	2	0	-0.5	-6	-6
COC(=O)c1ccc(NC(=O)C2CCCN2S(=O)(=O)c2ccc(F)cc2)cc1 (stereo unspecified)	1.0	-7	3	-1.6	8	2	-1.2	-28	-5
Cc1cc(C(=O)CSc2nnc(-c3cccs3)n2Cc2ccccc2)c(C)n1C	3.2	-5	1	-3.0	-3	1	5.4	?	-2
COc1cc(/C=C(\C#N)C(=O)NC2CCCCC2C)ccc1OS(=O)(=O)c1ccc(C)cc1 (stereo unspecified)	-2.4	1	0	-0.1	10	-2	0.2	-7	-53

Retrieved by structure from the list above:
SMILES	Mtb UGM inh	MazEF act	FBA Mtb inh	FadD28 FP inh	GDH-TPI counter	PrPC surface inh	Mtb BioA inh	BoNT-F LC inh	Rv3671c inh
CN(C)C(=O)CN1C(=O)NC2(CCCc3ccccc32)C1=O (stereo unspecified)	-2.6	4	9	-3.0	1	2	-3.0	1	-11
O=C(OCC(=O)c1c[nH]c2ccccc12)c1ccc(Br)o1	-0.1	5	3	0.9	-6	·	·	-2	3
